Screens as filed in PubChem BioAssay.
Lipid storage S3: qHTS Assay for Lipid Storage Modulators in Drosophila S3 Cells. Drosophila S3 cells, BODIPY lipid droplet fluorescence, 18-24 h; cells fed with added oleic acid. Potency in µM for hits, for the others lipid storage change, negative = inhibition, % at the top dose, mostly 46.1 µM. hit rate 0.64% among 320,000. AID 2685, 2010; active = well fitted inhibition curve with a large enough effect in the signal ratio, with a control signal flat, not every such curve was filed as active; inconclusive = small, poorly fitted or top-dose-only effect, or effect the other way, or a change in a side signal; the % refers to the signal ratio
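Drosophila S3 cells got compounds at several concentrations plus oleic acid (400 uM solution). Laser-scanning cytometry with 488 nm excitation read lipid droplets at 500-530 nm and cells at 575-640 nm. Percent activity was relative to 20 uM Triacsin C.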
Lipid storage S3 cell count max: also measured in Lipid storage S3; calls as there; cell number change, %; measured here: cell count max response;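 cells counted by Cell Tracker Red CMTPX staining in the red channel; peak over a dose series mostly up to 46.1 µM; percent activity relative to internal control wells on each plate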
Numbers without * were called inactive; i = inactive; u = inconclusive; x = not tested or not shown; & = joins results of further samples; [ ] = dose if it differs, or a comment. % is set by controls: 0 for no effect and ±100 for the full control effect; potency is the fitted concentration of half-maximal effect.

Every second line gives: Lipid storage S3	Lipid storage S3 cell count max
(1) CN1C(=O)C(=CN2CCN(C(=O)c3ccco3)CC2)C(=O)N(C)C1=S
    2%	-4
(2) O=c1[nH]c(=O)n(-c2ccc(Br)cc2)c(O)c1C=NC(CO)(CO)CO
    -18%	-7
(3) O=C(c1cc(S(=O)(=O)N2CCC3(CC2)OCCO3)ccc1F)N1CCC2(CC1)OCCO2
    0%	10
(4) CC(=O)Nc1ccccc1C(=O)OCc1cccc(F)c1
    10%	7
(5) CCOC(=O)C1=C(C)OC(N)=C(C(=O)OCC)[C@@]12C(=O)N(CC(N)=O)c1ccccc12
    u	x
(6) O=C(c1ccccc1F)c1cn(Cc2ccc(F)cc2)c2ccccc12
    u	x
(7) COc1ccc(-c2nn(CCC#N)cc2C(=O)Nc2cccc([N+](=O)[O-])c2)cc1OC
    10%	0
(8) CCC(CC)NC1CCCCC1OC (stereo unspecified)
    u	x
(9) Cc1cc(OC(=O)N(C)C)nc(-c2ccc(C)c(Cl)c2)n1
    u	x
(10) COc1ccc(Cn2c(O)c(C=Nc3c(C)n(C)n(-c4ccccc4)c3=O)c(=O)[nH]c2=O)cc1
    u	x

Next section:
Every second line gives: Lipid storage S3	Lipid storage S3 cell count max
(11) O=c1c2ccccc2nc(-c2ccc(Cl)cc2Cl)n1-c1ccncc1
    -1%	-19
(12) NNP(=O)(CC(=O)c1ccccc1)c1ccccc1 (stereo unspecified)
    6%	14
(13) CC1CCN(CC(=O)c2ccccc2Cl)CC1
    -17%	x
(14) O=C(OCC(=O)c1ccc([N+](=O)[O-])cc1)/C(=C/c1ccc(Cl)cc1)NC(=O)c1ccccc1
    u	x
(15) Cc1cc(/C=C2\C(=O)NC(=O)N(c3ccc(Cl)cc3)C2=O)c(C)n1-c1cccc(C(=O)O)c1
    u	x
(16) NCCc1c[nH]c2ccc(OCc3ccccc3)cc12
    -1%	5
(17) COc1cccc(N2C(=O)NC(=O)C3(Cc4cc(C)ccc4N(C)C3)C2=O)c1 (stereo unspecified)
    u	x
(18) COC(=O)C1=C(c2ccc(F)cc2F)C[C@@H]2CC[C@H]1N2C(=O)NCc1ccc2c(c1)OCO2
    0%	-28
(19) CC(C)[C@H]1C(=O)O[C@H](C(C)C)C(=O)N(C)[C@@H](C(C)C)C(=O)O[C@H](C(C)C)C(=O)N(C)[C@@H](C(C)C)C(=O)O[C@H](C(C)C)C(=O)N1C
    u	x
(20) CCN(CC)C(=O)c1ccc(NC(=O)Nc2ccccc2F)cc1
    u	x

(continued)
Every second line gives: Lipid storage S3	Lipid storage S3 cell count max
(21) O=[N+]([O-])/C(Cl)=C1\NCCN1Cc1ccc(Cl)nc1
    23%	6
(22) CC(C)(C)C(=O)NC1CCSC1=O (stereo unspecified)
    u	x
(23) COc1ccc2c(c1)C13CCCC[C@@H]1C(C2)N(C)CC3 (stereo partly specified)
    -1%	-11
(24) OC1/C(=C/c2ccccc2C(F)(F)F)N2CCC1CC2 (stereo unspecified)
    -12%	-7
(25) CN1CCCN(C(=O)COc2cccc(C(F)(F)F)c2)CC1
    4%	2
(26) O=c1[nH]c(=O)n(Cc2ccco2)c(O)c1C=NCc1ccco1
    19%	-9
(27) CCOC(=O)c1ccc2c(c1)n(Cc1ccccc1)c(C)[n+]2CC
    -3%	0
(28) O=[N+]([O-])c1cc([As](=O)(O)c2ccc(O)c([N+](=O)[O-])c2)ccc1O
    -9%	1
(29) COCCOC(=O)c1c(N)n(Cc2ccco2)c2nc3ccccc3nc12
    u	x
(30) Cc1nn(CC(C)C)c(Cl)c1C(=O)O
    3%	20

More results
Every second line gives: Lipid storage S3	Lipid storage S3 cell count max
(31) CN(C)[C@@H]1C(=O)C(C(N)=O)=C(O)[C@@]2(O)C(=O)C3=C(O)c4c(O)cccc4[C@@](C)(O)C3[C@H](O)C12 (stereo partly specified)
    -23%&8%	2&0
(32) CN(CCc1nnc(N)s1)[N+](=O)[O-]
    u	x
(33) COc1cc(C)c(CN2CCN(c3ccccc3)CC2)cc1C
    -6%	x
(34) Cc1ccc(C(=O)N[C@@H](C)CN2C3=NC[C@H](Cc4ccccc4)N3C[C@H]2Cc2ccc(O)cc2)cc1Br
    u	x
(35) CCC(C)n1c(O)c(/C=N/Nc2nc3c(c(=O)n(C)c(=O)n3C)n2C)c(=O)[nH]c1=S (stereo unspecified)
    i	-56
(36) Cn1cc(C(=O)c2ccccc2)c2ccccc21
    u	x
(37) CCC1(CCCC(=O)c2ccc(F)cc2)C(=O)NC(=S)NC1=O
    u	x
(38) O=C(Nc1ccccc1Cl)OC1CN2CCC1CC2 (stereo unspecified)
    u	x
(39) Fc1ccc(CCNCc2ccc(Br)cc2)cc1
    u	x
(40) CCC(=NCCN1CCCCC1)c1c(O)n(C)c(=O)n(C)c1=O
    u	x

Later entries.
Every second line gives: Lipid storage S3	Lipid storage S3 cell count max
(41) Cc1c(C(=O)C(=O)N2CCC3(CC2)OCCO3)c2ccccc2n1C
    14%[9.22 µM]	x
(42) COc1cc(C=C2C(=O)NC(=O)NC2=O)cc(OC)c1OC
    7%	8
(43) Cc1cc(C)cc(-n2c(O)c(C=Nc3ccc(N4CCOCC4)cc3)c(=O)[nH]c2=S)c1
    u	x
(44) OC(Cn1c2ccccc2c2ccccc21)C[n+]1ccccc1 (stereo unspecified)
    -5%	5
(45) O=[N+]([O-])c1cc(O)c(O)c([N+](=O)[O-])c1
    -6%	x
(46) CC(=O)NC(Cc1ccc(N(CCCl)CCCl)cc1)C(=O)NC(CC(C)C)C(=O)O (stereo unspecified)
    14%	1
(47) CCCCCCn1c(O)c(C=NCCN2CCCCC2)c(=O)[nH]c1=O
    u	x
(48) Cc1cc(OCC(=O)NCc2ccncc2)c2c3c(c(=O)oc2c1)CCCC3
    u	x
(49) Cc1cccc(N2C(=O)NC(=O)/C(=C/c3ccc([N+](=O)[O-])o3)C2=O)c1
    -14%	15
(50) O=C(Cc1ccccc1)Oc1ccc(N2C(=O)CCC2=O)cc1
    u	x

Next section.
Every second line gives: Lipid storage S3	Lipid storage S3 cell count max
(51) CN(C)CCN=Cc1c(O)n(-c2cccc(C(F)(F)F)c2)c(=O)[nH]c1=O
    u	x
(52) O=P(Nc1c(Cl)cccc1Cl)(c1ccccc1)c1nc2c(s1)CCCC2 (stereo unspecified)
    12%	-14
(53) CP(=O)(O)CCCN
    u	x
(54) CN(C)c1cccc2c(C#N)ccc(N(C)C)c12
    i	12
(55) CCC(C)NC(=O)c1c(N)n(CCCOC)c2nc3ccccc3nc12 (stereo unspecified)
    u	x
(56) CCCCc1nc(N2CCNCC2)c(C#N)c2c1CSC(C)(C)C2
    u	x
(57) CSc1ncc(/C=C2/C(=O)NC(=O)N(c3ccc(C)cc3)C2=O)cn1
    7%	9
(58) CCN(CC)c1nc2c(C)cccn2c(=O)c1C=C1C(=O)NC(=O)NC1=O
    2%	4
(59) CCCCn1c(O)c(C(C)=Nc2ccc(C(=O)O)cc2)c(=O)[nH]c1=O
    u	x
(60) CN(C)c1ccc([P+](=O)c2ccc(N(C)C)cc2)cc1
    -1%	-4

More compounds
Every second line gives: Lipid storage S3	Lipid storage S3 cell count max
(61) CN1CCN(C(=O)COc2ccc(C(C)(C)C)cc2Br)CC1
    u	x
(62) O=C(NC1CCCCC1)Oc1cc2oc(=O)sc2cc1Cl
    4%	19
(63) CCC(=NCc1ccc2c(c1)OCO2)c1c(O)n(C2CCCCC2)c(=O)[nH]c1=O
    u	x
(64) COc1ccccc1OCC#CCN1CCCC(C)C1 (stereo unspecified)
    u	x
(65) COc1ccccc1C1CC2CCC(C1OC(C)=O)N2Cc1ccccc1 (stereo unspecified)
    u	x
(66) O=Cc1cn(CCCOc2ccccc2)c2ccccc12
    u	x
(67) CC12CCC3C(CC=C4CC(O)CCC43C)C1C/C(=C\c1ccccc1F)C2=O (stereo unspecified)
    u	x
(68) COc1cccc([C@@]2(O)CCCC[C@@H]2CN(C)C)c1
    u	34
(69) C[C@]12CC[C@H](O)C[C@H]1CC[C@@H]1C2CC[C@]2(C)[C@@H](C3=CC(=O)OC3)[C@@H](O)C[C@]12O (stereo partly specified)
    u	x
(70) O=c1[nH]c(=S)n(-c2ccccc2F)c(O)c1C=NCCN1CCNCC1
    -1%	1

Next section:
Every second line gives: Lipid storage S3	Lipid storage S3 cell count max
(71) CN(C(=O)COC(=O)c1cn(C)c2ccccc12)C1CCCCC1
    u	x
(72) Cc1ccc(-n2c(P(C)(=O)O)nc3ccccc32)cc1
    u	x
(73) CN1CCN(c2ccc(S(C)(=O)=O)cc2[N+](=O)[O-])CC1
    u	x
(74) O=C(c1ccccc1F)N1C[C@H]2C[C@@H](C1)c1cccc(=O)n1C2
    i	x
(75) CCC(C(=O)N1CCC2(CC1)OCCO2)c1ccccc1 (stereo unspecified)
    3%	-2
(76) CCC(=O)N1N=C2C3CCN(CC3)C2C1c1ccc(C)cc1 (stereo unspecified)
    -1%	0
(77) O=C(CSC1c2ccccc2-c2ccccc21)N/N=C/c1ccccc1
    u	x
(78) [N-]=[N+]=CC(=O)OC[C@H](N)C(=O)O
    u	x
(79) CC(=O)C1=C(C)OC(N)=C(C(=O)OC(C)C)C12C(=O)Nc1ccccc12 (stereo unspecified)
    -5%	15
(80) NCCc1nc2ccccc2s1
    -26%	x

Further compounds.
Every second line gives: Lipid storage S3	Lipid storage S3 cell count max
(81) C[N+]12CCC(CC1)C(C(O)(c1cccc(Cl)c1)c1cccc(Cl)c1)C2 (stereo unspecified)
    3%	7
(82) CNC(=S)N(C)CCc1cc2c(c(OC)c1C=C1C(=O)NC(=O)NC1=O)OCO2
    -6%	22
(83) CN1CCN(CP(=O)(N2CCOCC2)N2CCOCC2)CC1
    5.8µM*	7.1*
(84) COc1ccc(OC)c(-n2c(O)c(/C=C3\C(C)=Nc4ccccc43)c(=O)[nH]c2=O)c1
    9%	16
(85) CN1C[C@H](CNC(=O)OCc2ccccc2)C[C@@H]2c3cccc4c3c(cn4C)C[C@H]21
    21%	-1
(86) Cc1nc2ncnn2c(C)c1CCC(=O)N1CCC2(CC1)OCCO2
    u	x
(87) CCOc1cc2c(cc1OCC)-n1cccc1C(c1cc(C)c(OC)cc1C)NC2 (stereo unspecified)
    u	x
(88) Cn1nc(-c2ccc(OCC(=O)N3CCN(Cc4ccccc4)CC3)cc2)c2ccccc2c1=O
    u	x
(89) O=C(c1n[nH]c(=O)c2ccccc12)N1CCC2(CC1)OCCO2
    6%	x
(90) CCN1CCN(c2ccc([N+](=O)[O-])cc2C=C2C(=O)NC(=O)NC2=O)CC1
    u	x

Next section.
Every second line gives: Lipid storage S3	Lipid storage S3 cell count max
(91) COC(=O)c1ccccc1N=Cc1c(O)[nH]c(=O)[nH]c1=O
    i	x
(92) O=C1N(CN2CCOCC2)c2ccccc2C1(O)c1c[nH]c2ccccc12 (stereo unspecified)
    i	-17
(93) COc1cc(C(=O)NC(=S)N2C[C@H]3C[C@H](C2)c2cccc(=O)n2C3)cc(OC)c1OC
    20%	8
(94) Cc1cccc(-n2c(/C=C/c3ccccn3)nc3ccccc3c2=O)c1
    i	-12
(95) CN1CCCN(C(=O)COc2ccc(Br)cc2)CC1
    u	x
(96) COC(=O)C1=C(c2ccc(C(C)=O)cc2)C[C@@H]2CC[C@H]1N2C(=O)NC(C)C
    -19%	x

Reprinted at random: 2 records from the list
Every second line gives: Lipid storage S3	Lipid storage S3 cell count max
(58) CCN(CC)c1nc2c(C)cccn2c(=O)c1C=C1C(=O)NC(=O)NC1=O
    2%	4
(42) COc1cc(C=C2C(=O)NC(=O)NC2=O)cc(OC)c1OC
    7%	8

Compounds listed so far containing sulfur:
Every second line gives: Lipid storage S3	Lipid storage S3 cell count max
(1) CN1C(=O)C(=CN2CCN(C(=O)c3ccco3)CC2)C(=O)N(C)C1=S
    2%	-4
(3) O=C(c1cc(S(=O)(=O)N2CCC3(CC2)OCCO3)ccc1F)N1CCC2(CC1)OCCO2
    0%	10
(22) CC(C)(C)C(=O)NC1CCSC1=O (stereo unspecified)
    u	x
(32) CN(CCc1nnc(N)s1)[N+](=O)[O-]
    u	x
(35) CCC(C)n1c(O)c(/C=N/Nc2nc3c(c(=O)n(C)c(=O)n3C)n2C)c(=O)[nH]c1=S (stereo unspecified)
    i	-56
(37) CCC1(CCCC(=O)c2ccc(F)cc2)C(=O)NC(=S)NC1=O
    u	x
(43) Cc1cc(C)cc(-n2c(O)c(C=Nc3ccc(N4CCOCC4)cc3)c(=O)[nH]c2=S)c1
    u	x
(52) O=P(Nc1c(Cl)cccc1Cl)(c1ccccc1)c1nc2c(s1)CCCC2 (stereo unspecified)
    12%	-14
(56) CCCCc1nc(N2CCNCC2)c(C#N)c2c1CSC(C)(C)C2
    u	x
(57) CSc1ncc(/C=C2/C(=O)NC(=O)N(c3ccc(C)cc3)C2=O)cn1
    7%	9
(62) O=C(NC1CCCCC1)Oc1cc2oc(=O)sc2cc1Cl
    4%	19
(70) O=c1[nH]c(=S)n(-c2ccccc2F)c(O)c1C=NCCN1CCNCC1
    -1%	1
(73) CN1CCN(c2ccc(S(C)(=O)=O)cc2[N+](=O)[O-])CC1
    u	x
(77) O=C(CSC1c2ccccc2-c2ccccc21)N/N=C/c1ccccc1
    u	x
(80) NCCc1nc2ccccc2s1
    -26%	x
(82) CNC(=S)N(C)CCc1cc2c(c(OC)c1C=C1C(=O)NC(=O)NC1=O)OCO2
    -6%	22
(93) COc1cc(C(=O)NC(=S)N2C[C@H]3C[C@H](C2)c2cccc(=O)n2C3)cc(OC)c1OC
    20%	8

Not all compounds are listed; rates above refer to the full screens.
